# Source: PubChem BioAssay (Broad Institute)
# INS-1E ATP HTS – protection of INS-1E cells from cytokine death, primary screen, ATP luminescence, single point; INS-1E cytokine-induced death, 48 h; normalised: neutral wells 0, positive control 100; protection from cytokine-induced ATP loss, % at 10 µM; 20,000 compounds, 0.1% hits;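 active = mean replicate protection from cytokine-induced ATP loss at least 50% and at least 75% of replicates each reaching 50%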
#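 assay system = INS-1E rat insulinoma cells | amount = 8000 cells per well | medium = phenol-red-free RPMI with 5% fetal bovine serum | doses = one compound concentration, pin transfer | timing = 48 h cytokine plus compound treatment, 10 min reagent incubation | also added = IL-1β, TNF-α and IFN-γ cytokine mix | signal = CellTiter-Glo luminescence measuring cellular ATP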
# T cruzi HTS – inhibitors of intracellular Trypanosoma cruzi, primary screen, cell-based, plate reader, single point, set 2; intracellular Trypanosoma cruzi in host cells; activity score (inhibition), % at 5.01 µM; 22,000 compounds, 4.9% hits; in the data active = activity score above about 55%;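 note: parasites and compound incubated about four days before reading; 0% = median of neutral control wells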
# Numbers without * were called inactive; x = no result given.
SMILES,INS-1E ATP HTS,T cruzi HTS
COc1ccc(S(=O)(=O)Nc2cccc3c2O[C@H](CN(C)S(=O)(=O)c2ccc(Cl)cc2)[C@H](C)CN([C@@H](C)CO)C3=O)cc1,14,20
COc1ccc(NC(=O)Nc2cccc3c2O[C@H](CN(C)S(=O)(=O)c2cn(C)cn2)[C@@H](C)CN([C@@H](C)CO)C3=O)cc1,6,-10
C[C@H]1CN([C@@H](C)CO)C(=O)Cc2cc(NS(=O)(=O)c3cccs3)ccc2O[C@H]1CN(C)Cc1ccc2c(c1)OCO2,13,-7
C[C@H](CO)N1C[C@H](C)[C@@H](CN(C)S(=O)(=O)c2ccccc2)Oc2ccc(NC(=O)Nc3ccc(F)cc3)cc2C1=O,x,11
C[C@H]1CN([C@@H](C)CO)C(=O)c2cccc(NC(=O)c3ccc(-c4nccs4)cc3)c2O[C@@H]1CN(C)Cc1ccc(C(=O)O)cc1,10,-18
C[C@@H]1CN([C@H](C)CO)C(=O)c2cccc(NC(=O)Nc3ccc(C(F)(F)F)cc3)c2O[C@@H]1CN(C)C,-12,-12
COc1ccc(CN(C)C[C@@H]2Oc3c(NC(=O)Nc4c(C)noc4C)cccc3C(=O)N([C@@H](C)CO)C[C@@H]2C)cc1,3,3
C[C@H](CO)N1C[C@H](C)[C@H](CN(C)C(=O)Nc2ccc(F)cc2)Oc2ccc(NS(=O)(=O)c3ccc(F)cc3)cc2CC1=O,6,3
COc1ccc(S(=O)(=O)Nc2ccc3c(c2)C(=O)N([C@@H](C)CO)C[C@@H](C)[C@H](CN(C)S(=O)(=O)c2ccc(Cl)cc2)O3)cc1,4,20
CC(C)NC(=O)N(C)C[C@H]1Oc2ccc(NC(=O)CCCN(C)C)cc2C(=O)N([C@@H](C)CO)C[C@@H]1C,5,-11
C[C@H](CO)N1C[C@H](C)[C@@H](CN(C)C(=O)Nc2ccccc2)Oc2ccc(NS(=O)(=O)c3cccs3)cc2C1=O,15,-4
C[C@@H]1CN([C@H](C)CO)C(=O)c2cc(NC(=O)Nc3ccc4c(c3)OCO4)ccc2O[C@@H]1CN(C)C,1,-18
Cc1noc(C)c1S(=O)(=O)N(C)C[C@H]1Oc2c(NC(=O)c3ccc(-c4nccs4)cc3)cccc2C(=O)N([C@H](C)CO)C[C@H]1C,-8,27
CNC[C@@H]1Oc2c(NC(=O)Nc3ccc(C(F)(F)F)cc3)cccc2C(=O)N([C@H](C)CO)C[C@@H]1C,-4,-12
C[C@@H]1CN([C@@H](C)CO)C(=O)c2cc(NS(=O)(=O)c3cccs3)ccc2O[C@H]1CN(C)Cc1ccncc1,2,-31
C[C@@H]1CN([C@@H](C)CO)C(=O)Cc2cc(NC(=O)Nc3ccc4c(c3)OCO4)ccc2O[C@@H]1CN(C)C(=O)NC1CCCCC1,4,-8
CC(C)NC(=O)N(C)C[C@@H]1Oc2c(NC(=O)Nc3cccc4ccccc34)cccc2C(=O)N([C@H](C)CO)C[C@H]1C,14,-12
C[C@@H]1CN([C@H](C)CO)C(=O)Cc2cc(NS(=O)(=O)c3ccccc3)ccc2O[C@H]1CN(C)CC1CCCCC1,-14,2
C[C@H](CO)N1C[C@H](C)[C@H](CN(C)S(=O)(=O)c2cccs2)Oc2ccc(NC(=O)Nc3ccccc3)cc2CC1=O,18,-52
COc1ccc(Br)cc1/C=N/NC(=O)c1ccccc1O,-1,-20
C[C@H]1CN([C@@H](C)CO)C(=O)c2cccc(NC(=O)Nc3ccccc3)c2O[C@H]1CN(C)C(=O)Nc1cccc2ccccc12,7,-21
C[C@@H]1CN([C@H](C)CO)C(=O)c2cc(NS(=O)(=O)c3ccccc3)ccc2O[C@@H]1CN(C)C(=O)Nc1cccc2ccccc12,15,-24
CC(C)(C)OC(=O)NC1(/C=N/NC(=O)c2ccc(C(=O)NO)cc2)CCCC1,17,-14
C[C@@H]1CN([C@@H](C)CO)C(=O)CCCn2cc(nn2)CO[C@@H]1CN(C)S(=O)(=O)c1cccc(C#N)c1,2,0
CNC[C@H]1Oc2ccc(NC(=O)NC3CCCCC3)cc2C(=O)N([C@@H](C)CO)C[C@@H]1C,5,-22

# Shown field by field: 4 of the compounds above.
C[C@H]1CN([C@@H](C)CO)C(=O)Cc2cc(NS(=O)(=O)c3cccs3)ccc2O[C@H]1CN(C)Cc1ccc2c(c1)OCO2
  INS-1E ATP HTS: 13
  T cruzi HTS: -7
C[C@H](CO)N1C[C@H](C)[C@@H](CN(C)S(=O)(=O)c2ccccc2)Oc2ccc(NC(=O)Nc3ccc(F)cc3)cc2C1=O
  INS-1E ATP HTS: x
  T cruzi HTS: 11
C[C@H]1CN([C@@H](C)CO)C(=O)c2cccc(NC(=O)c3ccc(-c4nccs4)cc3)c2O[C@@H]1CN(C)Cc1ccc(C(=O)O)cc1
  INS-1E ATP HTS: 10
  T cruzi HTS: -18
C[C@@H]1CN([C@H](C)CO)C(=O)c2cccc(NC(=O)Nc3ccc(C(F)(F)F)cc3)c2O[C@@H]1CN(C)C
  INS-1E ATP HTS: -12
  T cruzi HTS: -12

# (listing goes on)
SMILES,INS-1E ATP HTS,T cruzi HTS
C[C@H]1CN([C@@H](C)CO)C(=O)c2cc(NC(=O)Nc3ccc(F)cc3)ccc2O[C@H]1CN(C)C(=O)Nc1ccc(F)cc1,3,-8
C[C@@H]1CN([C@@H](C)CO)C(=O)Cc2cc(NC(=O)C3CC3)ccc2O[C@@H]1CN(C)C(=O)NC1CCCCC1,5,-29
C[C@@H]1CN([C@H](C)CO)C(=O)c2cc(NS(C)(=O)=O)ccc2O[C@@H]1CN(C)C(=O)NC1CCCCC1,0,-15
Cc1ccc(O)c(/C=N/NC(=O)c2ccccc2O)c1,-135,44
C[C@H]1CN([C@@H](C)CO)C(=O)Cc2cc(NC(=O)C3CCCCC3)ccc2O[C@@H]1CN(C)C(=O)NC1CCCCC1,8,1
Cc1ccc(S(=O)(=O)N(C)C[C@@H]2Oc3c(NC(=O)CCCCCC(=O)Nc4ccccc4N)cccc3C(=O)N([C@H](C)CO)C[C@@H]2C)cc1,-3,73*
C[C@@H]1CN([C@H](C)CO)C(=O)c2cccc(NS(=O)(=O)c3ccc(Cl)cc3)c2O[C@H]1CN(C)S(=O)(=O)c1cccs1,1,-17
C[C@H]1CN([C@@H](C)CO)C(=O)c2cc(NC(=O)CCCN(C)C)ccc2O[C@@H]1CN(C)S(=O)(=O)c1ccccc1,12,9
Cc1noc(C)c1NC(=O)N(C)C[C@@H]1Oc2ccc(NC(=O)C3CC3)cc2CC(=O)N([C@@H](C)CO)C[C@@H]1C,5,-3
C[C@@H]1CN([C@@H](C)CO)C(=O)Cc2cc(NC(=O)Nc3ccc(F)cc3)ccc2O[C@@H]1CN(C)Cc1ccc(Oc2ccccc2)cc1,0,75*
C[C@@H]1CCCCO[C@@H](CN(C)C(=O)Cc2ccccc2)[C@@H](C)CN([C@H](C)CO)C(=O)c2cc(NS(=O)(=O)c3ccccc3)ccc2O1,-1,0
Cc1noc(C)c1S(=O)(=O)Nc1ccc2c(c1)C(=O)N([C@H](C)CO)C[C@H](C)[C@@H](CN(C)Cc1ccccc1)O2,-1,7
CNC[C@@H]1Oc2ccc(NC(=O)Cn3cnnn3)cc2C(=O)N([C@@H](C)CO)C[C@H]1C,-1,-7
C[C@H](CO)N1C[C@H](C)[C@H](CN(C)Cc2ccc3c(c2)OCO3)OCc2cnnn2CCCC1=O,x,-7
Cc1ccc(S(=O)(=O)Nc2cccc3c2O[C@@H](CN(C)Cc2ccc(C(F)(F)F)cc2)[C@@H](C)CN([C@@H](C)CO)C3=O)cc1,-24,35
C[C@@H]1CN([C@H](C)CO)C(=O)c2cccc(NC(=O)Nc3ccc(C(F)(F)F)cc3)c2O[C@H]1CN(C)C(=O)Nc1ccc2c(c1)OCO2,-56,66*
C[C@H](CO)N1C[C@H](C)[C@@H](CN(C)S(=O)(=O)c2cn(C)cn2)Oc2ccc(NC(=O)Nc3cccc4ccccc34)cc2C1=O,2,-3
COc1ccc(NC(=O)Nc2ccc3c(c2)C(=O)N([C@H](C)CO)C[C@H](C)[C@@H](CN(C)S(=O)(=O)c2cccs2)OCCCC[C@@H](C)O3)cc1,12,-2
COc1ccc(NC(=O)Nc2cccc3c2O[C@@H](CN(C)C(=O)NC2CCCCC2)[C@@H](C)CN([C@@H](C)CO)C3=O)cc1,2,23
C[C@H]1CN([C@@H](C)CO)C(=O)Cc2cc(NS(C)(=O)=O)ccc2O[C@@H]1CN(C)C(=O)Nc1cccc2ccccc12,-1,-16
COc1ccc(S(=O)(=O)Nc2ccc3c(c2)CC(=O)N([C@@H](C)CO)C[C@@H](C)[C@@H](CN(C)C(=O)Nc2c(C)noc2C)O3)cc1,9,-13
COc1ccc(S(=O)(=O)Nc2ccc3c(c2)CC(=O)N([C@H](C)CO)C[C@@H](C)[C@@H](CN(C)Cc2ccc(C(=O)O)cc2)O3)cc1,1,-2
C[C@H](CO)N1C[C@H](C)[C@@H](CN(C)Cc2ccc(Oc3ccccc3)cc2)Oc2ccc(NC(=O)CCCCCC(=O)Nc3ccccc3N)cc2C1=O,5,13
C[C@@H]1CN([C@@H](C)CO)C(=O)Cc2cc(NS(=O)(=O)c3cn(C)cn3)ccc2O[C@@H]1CN(C)Cc1ccc(Cl)c(Cl)c1,-9,22
Cc1ccc(S(=O)(=O)Nc2cccc3c2O[C@H](CN(C)Cc2ccc(-c4ccccc4)cc2)[C@@H](C)CN([C@H](C)CO)C3=O)cc1,-4,47
# Next part:
SMILES,INS-1E ATP HTS,T cruzi HTS
COc1ccc(NC(=O)N(C)C[C@H]2Oc3ccc(NS(=O)(=O)c4ccc(Cl)cc4)cc3CC(=O)N([C@@H](C)CO)C[C@@H]2C)cc1,10,-2
C[C@H](CO)N1C[C@H](C)[C@@H](CN(C)C(=O)Nc2cccc3ccccc23)Oc2ccc(NC(=O)Nc3ccc(C(F)(F)F)cc3)cc2C1=O,-16,-11
CC(C)NC(=O)N(C)C[C@H]1Oc2ccc(NC(=O)C3CC3)cc2CC(=O)N([C@@H](C)CO)C[C@@H]1C,2,-2
COc1ccc(C#Cc2cnc3c(c2)C(=O)N([C@H](C)CO)C[C@H](C)[C@H](CN(C)S(=O)(=O)c2ccc(F)cc2)O3)cc1OC,x,48
C[C@@H]1CN([C@H](C)CO)C(=O)Cc2cc(NC(=O)CCCCCC(=O)Nc3ccccc3N)ccc2O[C@H]1CN(C)C(=O)Nc1cccc2ccccc12,1,-60
C[C@@H]1CN([C@@H](C)CO)C(=O)c2cc(NC(=O)CCCN(C)C)ccc2O[C@H]1CN(C)S(=O)(=O)c1ccccc1,0,8
Cc1ccc(S(=O)(=O)Nc2cccc3c2O[C@@H](CN(C)C(=O)Nc2ccc(C(F)(F)F)cc2)[C@H](C)CN([C@@H](C)CO)C3=O)cc1,3,15
COc1ccc(S(=O)(=O)N(C)C[C@@H]2Oc3ccc(NC(=O)Nc4ccc5c(c4)OCO5)cc3C(=O)N([C@H](C)CO)C[C@@H]2C)cc1,12,-9
C[C@@H]1CN([C@H](C)CO)C(=O)c2cccc(NS(=O)(=O)c3ccc(Cl)cc3)c2O[C@@H]1CN(C)C(=O)Nc1ccc(F)cc1,-9,-11
C[C@H](CO)N1C[C@H](C)[C@H](CN(C)Cc2ccc(C(F)(F)F)cc2)Oc2ccc(NS(=O)(=O)c3ccccc3)cc2C1=O,-19,66*
C[C@H](CO)N1C[C@H](C)[C@H](CN(C)S(=O)(=O)c2ccc(F)cc2)Oc2ccc(NS(=O)(=O)c3ccc(F)cc3)cc2CC1=O,-2,7
C[C@@H]1CN([C@H](C)CO)C(=O)Cc2cc(NS(C)(=O)=O)ccc2O[C@H]1CN(C)Cc1ccc(Oc2ccccc2)cc1,-2,15
C[C@H]1CN([C@@H](C)CO)C(=O)Cc2cc(NS(=O)(=O)c3cn(C)cn3)ccc2O[C@@H]1CN(C)S(=O)(=O)c1ccccc1,5,-7
C[C@H](CO)N1C[C@H](C)[C@H](CN(C)C(=O)Nc2cccc3ccccc23)Oc2ccc(NC(=O)Nc3ccc4c(c3)OCO4)cc2C1=O,-2,11
C[C@H](CO)N1C[C@H](C)[C@H](CN(C)Cc2ccccc2)Oc2ccc(NS(=O)(=O)c3ccc(Cl)cc3)cc2C1=O,x,11
C[C@H](CO)N1C[C@H](C)[C@H](CN(C)Cc2ccccc2)Oc2ccc(NS(C)(=O)=O)cc2C1=O,-1,-11
C[C@H]1CN([C@@H](C)CO)C(=O)c2cccc(NC(=O)Nc3ccc(C(F)(F)F)cc3)c2O[C@H]1CN(C)Cc1ccc(-c2ccccc2)cc1,-58,54

# Whole records, quoted from the list:
# COc1ccc(C#Cc2cnc3c(c2)C(=O)N([C@H](C)CO)C[C@H](C)[C@H](CN(C)S(=O)(=O)c2ccc(F)cc2)O3)cc1OC in the list: INS-1E ATP HTS = x; T cruzi HTS = 48
# C[C@H](CO)N1C[C@H](C)[C@H](CN(C)Cc2ccccc2)Oc2ccc(NS(=O)(=O)c3ccc(Cl)cc3)cc2C1=O in the list: INS-1E ATP HTS = x; T cruzi HTS = 11
